Bioassay records (PubChem BioAssay)
PERK inhibitor: blocks human PERK kinase; inhibition, % at 5.6 µM; CHO PERK-DD fusion, SEAP luminescence translation reporter; 0.17% of 220,000 active;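 active means inhibition above the mean inhibition of all tested compounds plus 3 SD, set separately per screening campaign, cut at about 2.9% in these data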;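 further: PERK kinase domain activated by AP20187 dimerizer at 100 nM; 0% = DMSO with dimerizer and 100% = rapamycin at 8.4 µM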
Target sequence (Q9NZJ5 whole entry, looked up, the tested form may be a part): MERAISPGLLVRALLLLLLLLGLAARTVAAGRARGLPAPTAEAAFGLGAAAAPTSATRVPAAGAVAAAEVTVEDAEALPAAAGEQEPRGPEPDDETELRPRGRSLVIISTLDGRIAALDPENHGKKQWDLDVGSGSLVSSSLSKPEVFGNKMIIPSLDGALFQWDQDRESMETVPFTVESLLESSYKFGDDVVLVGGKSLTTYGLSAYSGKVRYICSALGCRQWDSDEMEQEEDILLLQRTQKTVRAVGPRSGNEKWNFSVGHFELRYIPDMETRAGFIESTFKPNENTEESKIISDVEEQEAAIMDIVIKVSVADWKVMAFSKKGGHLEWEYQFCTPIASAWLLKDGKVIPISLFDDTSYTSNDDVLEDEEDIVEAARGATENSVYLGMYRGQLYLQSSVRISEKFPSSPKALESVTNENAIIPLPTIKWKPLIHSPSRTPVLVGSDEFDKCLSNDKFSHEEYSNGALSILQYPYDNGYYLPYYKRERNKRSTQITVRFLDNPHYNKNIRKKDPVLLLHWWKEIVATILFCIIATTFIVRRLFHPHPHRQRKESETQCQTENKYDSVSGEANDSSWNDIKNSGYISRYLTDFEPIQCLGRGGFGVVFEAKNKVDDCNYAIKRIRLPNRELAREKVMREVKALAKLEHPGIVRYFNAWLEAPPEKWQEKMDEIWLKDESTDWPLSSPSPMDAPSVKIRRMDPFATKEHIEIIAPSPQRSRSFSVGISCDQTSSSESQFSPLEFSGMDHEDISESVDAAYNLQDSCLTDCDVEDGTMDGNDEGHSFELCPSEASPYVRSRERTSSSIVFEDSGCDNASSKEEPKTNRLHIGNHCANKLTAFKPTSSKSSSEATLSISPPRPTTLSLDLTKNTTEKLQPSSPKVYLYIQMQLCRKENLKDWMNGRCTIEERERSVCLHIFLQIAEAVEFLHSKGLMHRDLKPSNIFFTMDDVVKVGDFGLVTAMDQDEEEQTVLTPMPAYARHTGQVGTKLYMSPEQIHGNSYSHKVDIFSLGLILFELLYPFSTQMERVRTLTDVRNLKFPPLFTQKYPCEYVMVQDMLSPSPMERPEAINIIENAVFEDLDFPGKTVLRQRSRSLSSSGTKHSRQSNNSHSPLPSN
TRPN1 ag: zebrafish TRPN1 (NompC) channel agonism; HEK293 zebrafish TRPN1-YFP, Fluo-8 calcium fluorescence; 100% = response to 87 µM carbachol; activation, % at 3 µM; 0.18% of 220,000 active; AID 1424;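 active means activation above its plate's cutoff, the mean activation of test wells on that plate plus 3 SD, cut at about 19% in these data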;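 further: 0% = DMSO alone and 100% = 87 µM carbachol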
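Material: zebrafish TRPN1-YFP in HEK293 cells. Doses: one dose of 3 µM, 0.3% DMSO. Incubation: dye 1 h 37 °C plus 30 min RT. Measured by: intracellular calcium fluorescence with Fluo-8.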
Calpain2 inh: calpain II (pig) inhibition; purified calpain II, fluorogenic peptide substrate, 30 min; inhibition, % at 16 µM; 0.37% of 220,000 active; AID 1236;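 active means inhibition above about 50%, limit read from the data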
S1P4 antag: antagonists of human S1P4 receptor | 0.26% of 220,000 active | inhibition, % at 4.98 µM | S1P4-expressing cells, antagonist mode, reporter read-out; in the data active means inhibition above about 29%;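 further: 0% = wells stimulated with agonist and 100% = vehicle wells without agonist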
S1P4 ag: human S1P4 receptor agonism; O95977; S1P4-expressing cell line, agonist reporter assay; activation, % at 4.98 µM; 0.35% of 220,000 active; AID 1509; in the data active means activation above about 11%;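 further: 0% = DMSO vehicle and 100% = reference agonist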
BaF3 parental: counter-screen for JAK2V617F inhibitors: parental Ba/F3 viability inhibitors | CellTiter-Glo ATP luminescence | AID 1486 | 1.1% of 220,000 active | inhibition, % at 5.6 µM;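 active means inhibition above a per-campaign cutoff, the mean inhibition of all tested compounds plus 3 SD, cut at about 27% in these data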;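 further: 0% = DMSO wells and 100% = JAK Inhibitor I control wells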
EP2 modulator: modulators of human EP2 prostaglandin E2 receptor; EP2-expressing cells, cAMP HTRF FRET, PGE2 co-stimulation; induction, % at 25 µM; 0.83% of 260,000 active; AID 940;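 active means compounds whose cAMP rise, as percent of the full-agonist control response, exceeds 60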;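 further: rat C6 glioma line stably carrying human EP2 under a CMV promoter; the protocol text gives 20 µM as final concentration; 100% = response of wells given 1 µM PGE2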
TRPML3 ag: activates the human TRPML3 channel. Q8TDD5. HEK293 TRPML3-YFP, Fluo-8 calcium fluorescence; 100% = the carbachol control signal. activation, % at 3 µM. 0.29% of 220,000 active;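 active means activation above its plate's cutoff, the mean activation of the plate's test wells plus 3 SD, cut at about 12% in these data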;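 further: 0% = DMSO only wells and 100% = carbachol wells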
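Material: TRPML3-YFP stable HEK293 cells | Dosing: One concentration, 3 µM nominal, 0.3% DMSO | Timing: 125 s total fluorescence read per well | Technique: Fluo-8 calcium dye fluorescence, ex 470-495, em 515-575 nm | Measure: Percent activation from peak-to-basal fluorescence ratio, scaled between DMSO and carbachol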
Ba/F3 V617F tox: lowers viability of Ba/F3 cells expressing EpoR and JAK2V617F; ATP luminescence; inhibition, % at 5.6 µM; 1.1% of 220,000 active; AID 1446;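 active means inhibition above the campaign mean plus 3 SD over all tested compounds, cut at about 24% in these data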;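 further: cytokine-independent growth of Ba/F3 cells driven by EpoR plus mutant JAK2; 0% = DMSO-treated cells and 100% = JAK inhibitor I control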
* marks the source's active call; other numbers are inactive results; i = inactive; & = joins results of further samples.

SMILES	PERK inhibitor	TRPN1 ag	Calpain2 inh	S1P4 antag	S1P4 ag	BaF3 parental	EP2 modulator	TRPML3 ag	Ba/F3 V617F tox
O=c1c2[nH]c3ccc(F)cc3c2ncn1CCN1CCN(Cc2ccccc2)CC1	-0.7	0.8	-11	-4	-0.4	6	-3	0.6	-1
O=C(C1CCCN(c2ncccn2)C1)N1CCc2ccccc21 (stereo not given)	-1.1	-1.2	-28	-18	3.1	7	16	-0.7	1
Cc1ccc(NC(=O)COC(=O)c2cc(C)nc3ccccc23)c([N+](=O)[O-])c1	0.3	-0.7	3	-1	3.0	1	9	0.4	2
CC(=O)NC1=NC(=O)/C(=C/c2cc(C)n(-c3cccc(C(=O)O)c3)c2C)S1	-0.3	0.9	1	-7	1.6	5	8	0.9	2
Cc1ccc(-n2c(-c3ccco3)nc3nc4ccccc4nc32)cc1	-0.1	0.4	-176	7	-0.4	2	24	0.3	-2
COCCN1Cc2cc3cc(C)ccc3nc2SC1=Nc1ccc(OC)cc1	-0.2	-0.3	-3	-4	1.4	6	-40	0.3	-2
CC(C)(C)OC(=O)N1CCC(C(=O)N2CCC[C@H]2C(=O)O)CC1	2.0	0.1	-14	-15	-0.4	-1	18	-0.7	-2
CN1c2ccccc2C(=O)NC1c1ccc(Cl)cc1 (stereo not given)	1.0	-2.5	i	19	1.3	7	-3	0.1	1
Cc1nnc(SCC(=O)Nc2cc(S(=O)(=O)N3CCCC3)ccc2Cl)s1	0.6	1.3	5	-17	0.1	-2	12	0.5	4
COc1ccccc1NC(=S)Nc1ccccc1F	0.2	1.0	19	-10	0.2	3	7	0.6	-1
CCOC(=O)C1CCN(c2c(Nc3ccc(C)c(C)c3)c(=O)c2=O)CC1	1.2	1.2	12	1	-1.5	-5	12	0.8	-2
NS(=O)(=O)c1ccc(NC(=S)NCc2cccc(Cl)c2)cc1	1.2	0.1	5	-15	-0.6	5	-8	0.8	0
Cc1c(O)nc(SC2CC(=O)N(c3ccccc3)C2=O)[nH]c1=O (stereo not given)	0.6	-0.5	-12	0	-1.4	1	4	0.2	-7
O=S(=O)(NCc1ccc(Cl)cc1)c1cccc2cccnc12	0.8	1.2	-6	-2	-1.4	2	10	-0.2	-3
COc1ccc(CNC(=O)c2c(-c3cc(Cl)c(OC)c(Cl)c3)noc2C)cc1	-0.5	0.2	22	-8	-2.2	9	17	-0.4	1
O=c1[nH]c(CN2CCN(S(=O)(=O)c3ccccc3C(F)(F)F)CC2)nc2sc3c(c12)CCCC3	0.0	-0.2	-13	-15	-0.7	8	-3	-0.1	5
CCCN1C[C@H](CSC)C[C@@H]2c3cccc4[nH]cc(c34)C[C@H]21	-1.0	0.9	-17	-2	0.4	9	14&5&8	0.6	4
Cc1ccc(S(=O)(=O)c2cccc(S(=O)(=O)N3CCCC3)c2)cc1S(=O)(=O)N1CCCC1	-0.9	4.9	21	-14	1.1	0	-6	3.2	-1
COc1ccc(S(=O)(=O)n2ccc(-c3ccc4c(c3)CCC(C)(C)O4)n2)cc1	0.9	0.7	-7	1	2.6	-4	-4	1.0	0
O=C(CSc1nnc(NC2CCCCC2)s1)Nc1ccc(N2CCOCC2)cc1	-1.1	1.5	5	-18	-0.3	3	28	-0.2	2
O=C(Nc1ccccc1C(F)(F)F)N1CCCC1c1cccnc1 (stereo not given)	0.1	0.0	4	-7	0.0	-2	-9	0.3	-2
COc1ccc(C(=S)N2CCNCC2)cc1	-1.0	0.3	0	-6	2.3	3	-19	0.9	-2
CCCC(C(=O)NCc1ccco1)N(C(=O)CNS(=O)(=O)c1ccccc1)C1CCCC1 (stereo not given)	-2.4	-1.7	-4	4	1.5	1	32	-0.5	-5
CC1(C)Cc2ccccc2-c2nc(NCCCO)n(-c3ccccc3)c(=O)c21	-0.5	3.2	-450	-9	-0.9	13	0	0.8	8
O=C1CC(NCc2ccco2)C(=O)N1CCc1ccccc1 (stereo not given)	0.3	1.3	9	-10	0.5	1	15	0.4	2
S=C(NCCN1CCOCC1)Nc1ccc(Cl)cc1	0.5	0.5	15	-14	-4.1	10	6	-0.1	3
O=C1CN(C(=O)CSc2nc3ccccc3n2CCc2ccccc2)c2ccccc2N1	-0.9	-1.0	13	-4	-0.5	0	15	-0.5	-3
S=c1[nH]nc(-c2ccncc2)n1/N=C/c1ccccc1Cl	0.4	-1.0	2	-11	0.3	1	-29	1.5	-1
Cc1[nH]nc2c1C(c1cccs1)C(C#N)=C(N)O2 (stereo not given)	2.5	-0.3	-2	16	-2.6	-2	-25	0.7	-2
COc1ccccc1N=C(C)C1=C(O)COC1=O	0.2	-1.1	-12	3	0.1	2	5	0.6	-1
COC(=O)CCSCC(=O)Nc1ccc(C)c(S(=O)(=O)N2CCCCC2)c1	-0.7	3.8	7	-1	3.6	-1	2	2.2	-1
C=CCc1c(C)nc(-c2ccccc2)nc1N/N=C(\C)c1ccccc1	0.7	0.1	9	-12	3.8	3	31	0.9	-1
O=C(NCCc1ccccc1)C1CCCN(S(=O)(=O)c2cnc[nH]2)C1 (stereo not given)	0.8	1.4	-2	0	-0.5	3	17	0.6	1
Cc1cccn2c(=O)c(C=NCCO)c(Nc3ccc(Cl)cc3)nc12	0.3	0.6	-126	3	-2.8	4	24	0.1	0
COc1cccc(-n2c(=S)sc3c(=O)n(-c4ccccc4OC)c(SCC4OCCO4)nc32)c1	0.0	0.4	-148	8	0.5	3	29	0.5	0
O=C(Oc1c(Cl)cc(Cl)c2cccnc12)c1cccs1	0.3	0.4	-7	14	0.7	4	46	0.7	-5
CCn1cnc2c(oc3ccccc32)c1=O	0.4	0.9	7	0	1.4	6	-19	0.5	5
Cc1sc(NC(=O)c2cc(-c3ccc(Cl)cc3)nc3ccccc23)c(C(N)=O)c1C	-1.2	-0.6	-50	17	-1.0	3	-13	-0.1	4
CCNC(=O)C/C(C)=N/NC(=O)C(=O)Nc1ccc(CC)cc1	1.3	1.3	-10	-21	1.8	5	-4	0.9	0
COc1cc(C(=O)O/N=C2\C=CC(=O)C=C2C)cc(OC)c1OC	0.8	1.0	7	-5	3.1	1	-2	0.6	-1
CCC(CC)C(=O)Oc1c(Sc2ccccc2[N+](=O)[O-])c(C)nn1C(C)(C)C	0.8	0.1	8	-28	0.2	1	18	-0.6	-3
COC(=O)CCC(=O)Nc1ccc(NC(=O)CCC(=O)OC)cc1	-1.1	-0.5	-6	-5	1.5	-1	16	0.3	-2
O=C(O)CN1C(=O)CC(Cc2ccc(Cl)cc2)C1=O (stereo not given)	-0.4	-0.3	-2	-7	0.2	0	-20	1.0	0
Cc1ccc(-n2c(CCC(=O)O)ccc2-c2cccs2)cc1C	0.3	-2.2	-38	-21	-0.1	55*	25	0.6	0
Cc1c(-c2nnc(-c3ccc(C(F)(F)F)cc3)o2)cnn1-c1ccccc1	-0.5	1.2	-14	2	-0.5	8	1	1.0	1
CCOC(=O)c1c(-c2ccc(OC)c(OC)c2)csc1NC(=O)C1CCCO1 (stereo not given)	0.2	-1.8	-9	-26	0.1	4	20&38	0.5	6
Clc1ccc(CN=C(Nc2ccccc2)NC2CCCCC2)cc1	0.4	5.7	-18	25	0.3	7	-49	1.8	8
CSc1nccc(-c2nn(-c3ccc(C)cc3)ccc2=O)n1	0.2	-0.3	-75	-11	4.0	76*	-11	-0.6	75*
CCOc1ccc(CC(=O)NNC(=S)NC)cc1	1.3	0.8	5	4	-2.5	0	-21	0.3	-4
COc1ccc(CNC(=O)C(c2ccncc2)N(C(=O)Cc2cccs2)c2ccc(C)cc2)cc1 (stereo not given)	-0.3	2.9	2	-3	-2.5	11	4	-0.5	0

Continued:
SMILES	PERK inhibitor	TRPN1 ag	Calpain2 inh	S1P4 antag	S1P4 ag	BaF3 parental	EP2 modulator	TRPML3 ag	Ba/F3 V617F tox
CC(=O)Nc1ccc(C2(c3ccc(NC(C)=O)cc3)C(=O)Nc3ccccc32)cc1	0.3	0.8	22	14	-0.6	11	-6	0.8	8
CC(C)(C)c1ccc(COC(=O)Nc2ccc(F)cc2)cc1	0.5	0.1	-2	-18	-0.7	6	10	0.2	-2
CC(C)C(=O)Nc1cccc(C(=O)Nc2nncs2)c1	0.4	2.6	-22	15	4.4	4	-3&-19	0.7	1
Cc1nc(=O)c(-c2ccccc2)c(C)n1-c1ccccc1O	1.4	0.0	4	-5	0.3	5	-3	-0.1	-1
Cc1nc2ncnn2c(C)c1CCC(=O)N1CCc2ccccc2C1	-0.3	2.4	17	3	0.0	4	6	0.3	-2
Clc1ccc(CCNc2ncnc3nc[nH]c23)cc1	1.0	9.0	19	-17	3.2	10	-55	4.3	-1
O=[N+]([O-])c1cncc([N+](=O)[O-])c1Nc1ccccc1Cl	-0.5	-0.2	17	-7	-0.1	-4	-47	0.1	2
NC(=O)C1=C[C@H](c2ccc(C(F)(F)F)cc2)C[C@H](OCCCCO)O1	0.3	0.7	5	14	-0.9	5	-13	0.4	-2
CN1CCc2c(n(CC(O)CN(CCO)CCO)c3ccccc23)C1=O (stereo not given)	-1.2	0.7	11	-9	-0.6	0	-3	1.0	4
Cc1noc(C)c1CCC(=O)N1CCCC(CCC(=O)NCc2ccccc2F)C1 (stereo not given)	-0.1	0.1	27	-3	1.0	9	-17	-0.5	2

Complete entries as entered above.
Listed for CN1CCc2c(n(CC(O)CN(CCO)CCO)c3ccccc23)C1=O (stereo not given) → PERK inhibitor: -1.2; TRPN1 ag: 0.7; Calpain2 inh: 11; S1P4 antag: -9; S1P4 ag: -0.6; BaF3 parental: 0; EP2 modulator: -3; TRPML3 ag: 1.0; Ba/F3 V617F tox: 4
Listed for CC(C)C(=O)Nc1cccc(C(=O)Nc2nncs2)c1 → PERK inhibitor: 0.4; TRPN1 ag: 2.6; Calpain2 inh: -22; S1P4 antag: 15; S1P4 ag: 4.4; BaF3 parental: 4; EP2 modulator: -3&-19; TRPML3 ag: 0.7; Ba/F3 V617F tox: 1

The listing continues.
SMILES	PERK inhibitor	TRPN1 ag	Calpain2 inh	S1P4 antag	S1P4 ag	BaF3 parental	EP2 modulator	TRPML3 ag	Ba/F3 V617F tox
O=c1c(/C=N/O)coc2ccc(Cl)cc12	1.2	4.9	6	-5	0.0	4	-6	1.3	-3
CCCCN(CC)CCNC(=O)CN1C(=O)COc2ccc(S(=O)(=O)N3CCCC3)cc21	0.2	1.2	-3	-15	0.5	5	2	1.3	-3
CCCNC(=O)N1CCCC(C(N)=O)C1 (stereo not given)	0.5	0.2	10	-15	-0.6	4	3	1.1	-2
O=C(Nc1ccc(Cl)cc1C(=O)N1CCCC1)c1cccc([N+](=O)[O-])c1	0.8	0.2	24	2	0.2	8	-10	0.1	5
N#Cc1cn(CCOc2ccccc2F)c2ccccc12	0.2	-0.4	22	37*	0.1	3	3	-0.9	-2
Cc1ccc(-c2nnn(CC(=O)N(c3ccccc3)C(C(=O)NC(C)(C)C)c3cccs3)n2)o1 (stereo not given)	-0.3	1.2	-9	-2	1.8	3	5	0.2	2
CN(C)/N=C/c1ccc(/C=N/NC(N)=S)o1	1.0	1.2	-20	0	-2.3	11	-30	1.1	5
CCOC(=O)N1CCN(C(=O)COc2cccc3c2CCN(Cc2cccc(C)c2)C3=O)CC1	-0.2	4.0	-2	-17	1.6	3	-10	-0.1	-4
C=CCn1c(SCC(=O)Nc2ccc(C(=O)OC(C)C)cc2)nnc1-c1cccs1	0.2	0.2	25	2	0.1	-1	3	0.1	-1
Cc1cc(NC(=O)CSc2nnc(Nc3ccccc3)s2)no1	0.6	0.4	-11	-22	-1.8	6	20	0.1	3
